Screens as filed in PubChem.
LYPLA2 inh = blocks human lysophospholipase 2, a PME1 counter-screen. recombinant LYPLA2, FP-Rh probe fluorescence polarization. inhibition, % at 5.9 µM. 320,000 compounds, 0.38% hits. AID 2177;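 active = inhibition above the screen-wide mean plus 3 SD, limit set per campaign, cut at about 26% in these data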;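 note: 0% = LYPLA2 with DMSO and 100% = wells lacking LYPLA2 enzyme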
PAFAH1B3 inh = PAFAH1B3 (human) inhibition | inhibition, % at 3.39 µM | 340,000 compounds, 0.28% hits | Q15102 | recombinant PAFAH1B3, FP-rhodamine probe, fluorescence polarization;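 active = inhibition above the screen-wide average of all tested compounds plus 3 SD, cut at about 25% in these data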;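 note: 0% = enzyme with DMSO only and 100% = wells lacking PAFAH1B3 protein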
Target sequence (Q15102 whole entry, looked up): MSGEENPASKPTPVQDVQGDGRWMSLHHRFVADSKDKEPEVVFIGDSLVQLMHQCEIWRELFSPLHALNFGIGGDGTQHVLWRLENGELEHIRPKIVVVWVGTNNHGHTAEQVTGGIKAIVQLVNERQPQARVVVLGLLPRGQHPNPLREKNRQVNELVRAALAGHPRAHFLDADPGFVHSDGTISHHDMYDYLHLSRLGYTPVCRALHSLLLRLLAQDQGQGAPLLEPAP
GSTO1 inh = counter-screen for RBBP9 inhibitors: inhibitors of human GSTO1; P78417; recombinant GSTO1, activity-based probe fluorescence polarization; inhibition, % at 5.96 µM; 300,000 compounds, 1.1% hits; AID 1974;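 active = inhibition above the campaign mean inhibition plus 3 SD, cut at about 35% in these data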;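 note: 0% = GSTO1-1 with DMSO and 100% = wells lacking GSTO1-1 enzyme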
PAFAH2 FP inh = PAFAH2 (human) inhibition | recombinant PAFAH2, FP-rhodamine activity probe, fluorescence polarization | inhibition, % at 3.39 µM | 340,000 compounds, 0.99% hits | AID 492956;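 active = inhibition above the mean over all tested compounds plus 3 SD, cut at about 30% in these data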;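 note: inhibitors block probe labeling of enzyme so polarization drops; 0% = enzyme with DMSO and 100% = wells lacking PAFAH2 protein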
LYPLA1 counter = LYPLA1 (human) inhibition in PME1 counter-screen | inhibition, % at 5.9 µM | O75608 | 320,000 compounds, 0.16% hits | recombinant LYPLA1, FP-Rh probe fluorescence polarization | AID 2174;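 active = inhibition above the mean of all tested compounds plus 3 SD, set per campaign, cut at about 14% in these data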;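 note: inhibitors block serine hydrolase probe labeling of LYPLA1 so polarization falls; 0% = enzyme with DMSO and 100% = wells lacking LYPLA1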
pPAFAH inh = pPAFAH (human) enzyme inhibition; Q13093; recombinant pPAFAH, FP-rhodamine probe fluorescence polarization; inhibition, % at 3.39 µM; 330,000 compounds, 1.5% hits;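 active = inhibition above the mean inhibition across the screen plus 3 SD, cut at about 25% in these data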;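 note: inhibitors block binding of the rhodamine activity-based probe so polarization drops; 0% = enzyme with DMSO and 100% = wells lacking pPAFAH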
PAFAH1B2 inh = blocks human PAF acetylhydrolase 1b catalytic subunit 2. 340,000 compounds, 1.2% hits. recombinant PAFAH1B2, FP-rhodamine activity probe, fluorescence polarization. AID 492953. inhibition, % at 3.39 µM;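 active = inhibition above the mean of all tested compounds plus 3 SD, cut at about 24% in these data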;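 note: 0% = enzyme with DMSO and 100% = wells lacking PAFAH1B2; many of its hits are not listed in these tables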
PREPL inhibitor = human PREPL enzyme inhibition. Q4J6C6. inhibition, % at 5.96 µM. recombinant PREPL, fluorescence polarization activity-based probe. 320,000 compounds, 0.68% hits; in the data active = inhibition above about 43%;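 note: 0% = enzyme with DMSO and 100% = wells lacking enzyme; many of its hits are not listed in these tables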
PAD4 FP inh = PAD4 (human) enzyme inhibition | inhibition, % at 6.36 µM | recombinant PAD4, RCA probe fluorescence polarization | Q9UM07 | 330,000 compounds, 0.41% hits | AID 485272;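 active = percent inhibition above a cutoff equal to the mean of all tested compounds plus 3 SD, cut at about 15% in these data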;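 note: 0% = PAD4 with RCA probe and DMSO and 100% = probe without PAD4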
Target sequence (Q9UM07 whole entry, looked up): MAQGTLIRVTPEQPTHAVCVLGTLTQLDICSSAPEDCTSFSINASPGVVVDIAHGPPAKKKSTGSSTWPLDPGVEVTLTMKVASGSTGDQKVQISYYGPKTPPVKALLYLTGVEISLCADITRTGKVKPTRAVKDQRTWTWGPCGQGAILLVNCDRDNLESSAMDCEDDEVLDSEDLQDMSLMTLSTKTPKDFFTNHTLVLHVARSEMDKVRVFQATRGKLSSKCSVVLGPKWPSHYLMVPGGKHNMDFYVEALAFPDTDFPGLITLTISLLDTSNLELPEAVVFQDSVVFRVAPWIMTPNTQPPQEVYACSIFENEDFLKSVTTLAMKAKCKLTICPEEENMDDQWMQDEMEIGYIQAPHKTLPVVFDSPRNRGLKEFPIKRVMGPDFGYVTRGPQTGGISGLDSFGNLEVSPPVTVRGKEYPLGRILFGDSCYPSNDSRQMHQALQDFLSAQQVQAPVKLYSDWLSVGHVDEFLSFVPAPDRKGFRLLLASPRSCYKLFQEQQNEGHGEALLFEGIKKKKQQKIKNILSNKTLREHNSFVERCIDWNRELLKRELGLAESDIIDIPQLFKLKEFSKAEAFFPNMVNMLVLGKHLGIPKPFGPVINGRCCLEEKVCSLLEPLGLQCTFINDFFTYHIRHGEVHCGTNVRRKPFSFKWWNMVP
* hit, by the source's call. Only part of the results is shown; the hit share may differ from the screen's.

`CCOc1ccc(CCNC(=O)c2ccc(CS(=O)Cc3ccc(Cl)cc3)o2)cc1` (stereo unspecified) gave LYPLA2 inh 10, PAFAH1B3 inh 10, GSTO1 inh -6, PAFAH2 FP inh -6, LYPLA1 counter 0, pPAFAH inh 24, PAFAH1B2 inh 4, PREPL inhibitor 19 and PAD4 FP inh 2.
`CCOC(=O)N1CCN(C(=O)COC(=O)Cc2ccc(Cl)cc2)CC1` gave LYPLA2 inh -4, PAFAH1B3 inh 8, GSTO1 inh -5, PAFAH2 FP inh 4, LYPLA1 counter 2, pPAFAH inh 34*, PAFAH1B2 inh 5, PREPL inhibitor 6 and PAD4 FP inh 4.
Cc1ccc(NC(=S)NCCSc2ccc(Cl)cc2)c(C)c1 was read as LYPLA2 inh -7, PAFAH1B3 inh 3, GSTO1 inh -7, PAFAH2 FP inh -3, LYPLA1 counter -10, pPAFAH inh 0, PAFAH1B2 inh 15, PREPL inhibitor 1 and PAD4 FP inh 3.
Screening Cc1cccc(N2CCN(Cc3ccc(Br)o3)CC2)c1C returned LYPLA2 inh 8, PAFAH1B3 inh 6, GSTO1 inh -3, PAFAH2 FP inh 4, LYPLA1 counter 2, pPAFAH inh 8, PAFAH1B2 inh 3, PREPL inhibitor 0 and PAD4 FP inh -6.
COC(=O)C1=C[C@@H](C(=O)OC)[C@@H]2C3=C(C(=O)[C@@]2(C)NC(=O)c2ccccc2)[C@H](c2ccccc2)n2c(=O)n(-c4ccccc4)c(=O)n2[C@@H]3C1 was read as LYPLA2 inh -4, GSTO1 inh -4, LYPLA1 counter 0, pPAFAH inh 8, PREPL inhibitor -1 and PAD4 FP inh 1.
Screening FC(F)(F)c1ccccc1-n1c(-c2ccco2)n[nH]c1=S returned LYPLA2 inh -3, PAFAH1B3 inh 6, GSTO1 inh 6, PAFAH2 FP inh 2, LYPLA1 counter 1, pPAFAH inh -1, PAFAH1B2 inh 4, PREPL inhibitor -2 and PAD4 FP inh 0.
Screening O=c1c2[nH]c3ccc(F)cc3c2ncn1CCC1=CCCCC1 returned LYPLA2 inh -6, PAFAH1B3 inh 3, GSTO1 inh 2, PAFAH2 FP inh -4, LYPLA1 counter 5, pPAFAH inh 4, PAFAH1B2 inh 3, PREPL inhibitor 0 and PAD4 FP inh -5.
For CCOc1ccc(NC(c2ccccc2)P(=O)(OC)OC)cc1 (stereo unspecified) the results were LYPLA2 inh 0, PAFAH1B3 inh 4, GSTO1 inh 14, PAFAH2 FP inh 4, LYPLA1 counter -4, pPAFAH inh 1, PAFAH1B2 inh -2, PREPL inhibitor 6 and PAD4 FP inh -5.
Screening Cc1ccc(C)c(NC(=O)CN(C)C(=O)c2ccc(-c3ccc(Cl)cc3)o2)c1 returned LYPLA2 inh -1, PAFAH1B3 inh 5, GSTO1 inh -4, PAFAH2 FP inh -1, LYPLA1 counter -4, pPAFAH inh -6, PAFAH1B2 inh -2, PREPL inhibitor 15 and PAD4 FP inh -4.
For C=CCC[C@H](Cc1ccc(F)cc1)C(=O)OC[C@@H](NC(=O)[C@H](CC=C)CC(=O)NCCO)C(C)(C)C the results were PAFAH1B3 inh 3, PAFAH2 FP inh -6, pPAFAH inh 8, PAFAH1B2 inh 7, PREPL inhibitor 27 and PAD4 FP inh 4.

Part of the list above in order of SMILES length, lowest first.
Screening Cc1cccc(N2CCN(Cc3ccc(Br)o3)CC2)c1C returned LYPLA2 inh 8, PAFAH1B3 inh 6, GSTO1 inh -3, PAFAH2 FP inh 4, LYPLA1 counter 2, pPAFAH inh 8, PAFAH1B2 inh 3, PREPL inhibitor 0 and PAD4 FP inh -6.
Screening Cc1ccc(C)c(NC(=O)CN(C)C(=O)c2ccc(-c3ccc(Cl)cc3)o2)c1 returned LYPLA2 inh -1, PAFAH1B3 inh 5, GSTO1 inh -4, PAFAH2 FP inh -1, LYPLA1 counter -4, pPAFAH inh -6, PAFAH1B2 inh -2, PREPL inhibitor 15 and PAD4 FP inh -4.
COC(=O)C1=C[C@@H](C(=O)OC)[C@@H]2C3=C(C(=O)[C@@]2(C)NC(=O)c2ccccc2)[C@H](c2ccccc2)n2c(=O)n(-c4ccccc4)c(=O)n2[C@@H]3C1 was read as LYPLA2 inh -4, GSTO1 inh -4, LYPLA1 counter 0, pPAFAH inh 8, PREPL inhibitor -1 and PAD4 FP inh 1.

(listing goes on)
`Cn1c(NC(=O)COc2ccccc2)cc(=O)n(C)c1=O` gave LYPLA2 inh -1, PAFAH1B3 inh 8, GSTO1 inh 3, PAFAH2 FP inh 2, LYPLA1 counter 0, pPAFAH inh 3, PAFAH1B2 inh 1, PREPL inhibitor 7 and PAD4 FP inh 8.
`NC(=O)C1CCN(c2cc(N3CCOCC3)ccc2[N+](=O)[O-])CC1` gave LYPLA2 inh 0, PAFAH1B3 inh 4, GSTO1 inh 8, PAFAH2 FP inh 4, LYPLA1 counter -2, pPAFAH inh 5, PAFAH1B2 inh 1, PREPL inhibitor 2 and PAD4 FP inh -7.
NS(=O)(=O)c1ccc(NC(=O)Cc2c(F)cccc2Cl)cc1 was read as LYPLA2 inh -4, PAFAH1B3 inh 13, GSTO1 inh -5, PAFAH2 FP inh -3, LYPLA1 counter -1, pPAFAH inh 1, PAFAH1B2 inh 2, PREPL inhibitor 3 and PAD4 FP inh -2.
For Cc1nc(/N=C\N(C)C)sc1C(=O)Nc1ccccc1 the results were LYPLA2 inh 2, PAFAH1B3 inh 11, GSTO1 inh 2, PAFAH2 FP inh -6, LYPLA1 counter 1, pPAFAH inh 8, PAFAH1B2 inh 2, PREPL inhibitor 3 and PAD4 FP inh -4.
Screening N#CCC(=O)Nn1c(=S)[nH]c2ccccc2c1=O returned LYPLA2 inh 0, PAFAH1B3 inh 2, GSTO1 inh 14, PAFAH2 FP inh -5, LYPLA1 counter -2, pPAFAH inh 5, PAFAH1B2 inh 0, PREPL inhibitor 3 and PAD4 FP inh 3.
C/C(CC(=O)Nc1ccccc1)=N\NC(=O)COc1ccc(C)cc1Br was read as LYPLA2 inh -5, PAFAH1B3 inh -4, GSTO1 inh 2, PAFAH2 FP inh 6, LYPLA1 counter 1, pPAFAH inh 3, PAFAH1B2 inh 0, PREPL inhibitor -2 and PAD4 FP inh 1.
CCOc1ccc(Cl)cc1S(=O)(=O)N1CCC(C(=O)NCc2ccncc2)CC1 was read as LYPLA2 inh -2, PAFAH1B3 inh 0, GSTO1 inh -5, PAFAH2 FP inh 1, LYPLA1 counter 0, pPAFAH inh -2, PAFAH1B2 inh -2, PREPL inhibitor 25 and PAD4 FP inh -8.
`CCOC(=O)CON1C(=O)c2ccccc2C1=O` gave LYPLA2 inh 1, PAFAH1B3 inh 8, GSTO1 inh -2, PAFAH2 FP inh 6, LYPLA1 counter -3, pPAFAH inh 0, PAFAH1B2 inh 1, PREPL inhibitor -4 and PAD4 FP inh 2.
Screening CCOC(=O)C(NC(C)=O)(Nc1ccc(S(N)(=O)=O)cc1)C(F)(F)F (stereo unspecified) returned LYPLA2 inh 11, PAFAH1B3 inh 0, GSTO1 inh -1, PAFAH2 FP inh -9, LYPLA1 counter 1, pPAFAH inh -2, PAFAH1B2 inh -3, PREPL inhibitor 20 and PAD4 FP inh 1.
Screening CCOc1ccccc1C(=O)Nc1cc(Cl)ccc1O returned LYPLA2 inh -13, PAFAH1B3 inh 3, GSTO1 inh -10, PAFAH2 FP inh 5, LYPLA1 counter -16, pPAFAH inh 3, PAFAH1B2 inh 8, PREPL inhibitor 7 and PAD4 FP inh -4.
`O=C(NCc1cccnc1)c1ccccc1NS(=O)(=O)c1ccc(Br)cc1` gave PAFAH1B3 inh 14, PAFAH2 FP inh 10, pPAFAH inh 4, PAFAH1B2 inh 8, PREPL inhibitor 12 and PAD4 FP inh 3.
Screening Cc1ccc(-c2c(C(=O)N/N=C/c3ccc(C)o3)nnn2-c2nonc2N)cc1 returned LYPLA2 inh 0, PAFAH1B3 inh 2, GSTO1 inh 3, PAFAH2 FP inh 0, LYPLA1 counter 2, pPAFAH inh 5, PAFAH1B2 inh -3, PREPL inhibitor 9 and PAD4 FP inh -3.
Screening Cc1ccc(C(C)NC(=O)c2ccc3c(c2)OCCO3)cc1C (stereo unspecified) returned LYPLA2 inh -3, PAFAH1B3 inh 9, GSTO1 inh 5, PAFAH2 FP inh -1, LYPLA1 counter 0, pPAFAH inh 0, PAFAH1B2 inh 4, PREPL inhibitor 5 and PAD4 FP inh 0.
`Cc1cc(NC(=O)COc2ccccc2)ccc1Cl` gave LYPLA2 inh 5, PAFAH1B3 inh -3, GSTO1 inh -2, PAFAH2 FP inh 0, LYPLA1 counter -4, pPAFAH inh 4, PAFAH1B2 inh -3, PREPL inhibitor -12 and PAD4 FP inh -2.
`Cn1c(=O)c(C(=O)NCc2ccc(F)cc2)c(O)c2ccccc21` gave LYPLA2 inh 6, PAFAH1B3 inh 12, GSTO1 inh 7, PAFAH2 FP inh 5, LYPLA1 counter 3, pPAFAH inh 5, PAFAH1B2 inh 0, PREPL inhibitor -8 and PAD4 FP inh 0.
O=C1CCN(Cc2ccccc2)CCN1[C@H](CO)Cc1ccccc1 was read as LYPLA2 inh -1, PAFAH1B3 inh 2, GSTO1 inh 5, PAFAH2 FP inh -2, LYPLA1 counter -1, pPAFAH inh 5, PAFAH1B2 inh 3, PREPL inhibitor 3 and PAD4 FP inh -1.
For O=C(O)CCC(=O)Nc1cccc2cccnc12 the results were LYPLA2 inh -3, PAFAH1B3 inh 14, GSTO1 inh 14, PAFAH2 FP inh 4, LYPLA1 counter -2, pPAFAH inh 0, PAFAH1B2 inh 6, PREPL inhibitor -2 and PAD4 FP inh 2.
CCOc1ccc(S(=O)(=O)N2CCN(c3ccccc3)CC2)c2cccnc12 was read as LYPLA2 inh 2, PAFAH1B3 inh 8, GSTO1 inh 9, PAFAH2 FP inh 9, LYPLA1 counter 2, pPAFAH inh 3, PAFAH1B2 inh 5, PREPL inhibitor -26 and PAD4 FP inh 2.
`Nc1nc2ccccc2n1CCOc1ccc(F)cc1` gave LYPLA2 inh -3, PAFAH1B3 inh 2, GSTO1 inh -2, PAFAH2 FP inh -3, LYPLA1 counter 2, pPAFAH inh -1, PAFAH1B2 inh 4, PREPL inhibitor -51 and PAD4 FP inh -2.
For [N-]=[N+]=N[C@@H](CCN1CC[C@H](O)CCC1=O)c1ccccc1 the results were LYPLA2 inh 3, PAFAH1B3 inh 7, GSTO1 inh 8, PAFAH2 FP inh 10, LYPLA1 counter 0, pPAFAH inh -2, PAFAH1B2 inh 11, PREPL inhibitor 6 and PAD4 FP inh -3.
S=c1[nH]nc(/C=C/c2ccccc2)o1 was read as LYPLA2 inh -8, PAFAH1B3 inh -2, GSTO1 inh 5, PAFAH2 FP inh -12, LYPLA1 counter -5, pPAFAH inh -3, PAFAH1B2 inh 0, PREPL inhibitor -8 and PAD4 FP inh 4.
For Cn1c(SCC(N)=O)nnc1-c1ccc(S(=O)(=O)N2CCCC2)cc1 the results were LYPLA2 inh -2, PAFAH1B3 inh -3, GSTO1 inh 8, PAFAH2 FP inh -9, LYPLA1 counter -4, pPAFAH inh 3, PAFAH1B2 inh 6, PREPL inhibitor -5 and PAD4 FP inh 0.
CCN(C(=O)COC(=O)CNC(=O)c1ccc(Cl)cc1Cl)c1c(N)n(Cc2ccccc2)c(=O)[nH]c1=O was read as PAFAH1B3 inh 3, PAFAH2 FP inh -3, pPAFAH inh -3, PAFAH1B2 inh 0, PREPL inhibitor 10 and PAD4 FP inh 0.
